Source: PubChem BioAssay (NCI)
NCI-60 one-dose screen, 48 h, at 10 µM unless noted. Numbers give growth in % (100 = growth as untreated, 0 = no growth, -100 = all killed).
TK-10 = TK-10 renal cancer cells | hit rate 3.9% among 81,000
786-0 = 786-0 renal cancer cells | AID 1794775 | hit rate 5.1% among 81,000
SN12C = SN12C renal cancer cells | hit rate 3.8% among 81,000 | AID 1794767
ACHN = ACHN renal cancer. hit rate 4.9% among 81,000. AID 1794771
IGROV1 = IGROV1 ovarian cancer. hit rate 4.7% among 79,000. AID 1794786
CAKI-1 = CAKI-1 renal cancer. hit rate 4.7% among 75,000. AID 1794772
NCI/ADR-RES = NCI/ADR-RES ovarian cells; hit rate 4.4% among 81,000
UO-31 = UO-31 renal cancer; hit rate 5.2% among 81,000
Numbers without * were called inactive; / = not tested or not shown; & = joins results of further samples; ! = not confirmed by another sample. How the source made its calls: active means growth percent below 10; inactive means the rest.

SMILES | TK-10 | 786-0 | SN12C | ACHN | IGROV1 | CAKI-1 | NCI/ADR-RES | UO-31
COc1ccc(C2C(=O)NN=C2C)cc1 (configuration not stated) | 102 | 112 | 92 | 110 | 103 | 114 | 107 | 80
C#C[C@]1(O)CC[C@H]2[C@@H]3CC=C4c5sc(N=C(N)N)nc5CC[C@]4(C)[C@H]3CC[C@@]21C | 13 | / | -56* | -6.8* | 14 | -20* | 30 | -78*
O=C(NCc1ccccc1C(F)(F)F)C1CSC2c3ccccc3C(=O)N12 (configuration not stated) | 109 | 86 | 101 | 100 | 99 | 97 | 100 | 75
O=c1[nH]nc(-c2ccc(Br)cc2)c2sc(NC(=S)Nc3ccc(Oc4ccccc4)cc3)nc12 | 104 | 103 | 105 | 112 | 103 | 100 | 102 | 78
CCOC(=O)CC(=O)OC | 106 | 101 | 108 | 107 | 111 | 91 | 113 | 90
COc1ccc(NC(=O)CN2CCN(c3cc(=O)n(-c4ccccc4)c4ccccc34)CC2)cc1 | 101 | 102 | 96 | 95 | 96 | 88 | 89 | 73
Cn1nc(C#N)c(=O)[nH]c1=O | 111 | 105 | 103 | 105 | 104 | 94 | 110 | 92
C=C(C[n+]1ccccc1)[C@@H]1CC[C@]2(C(=O)OC)CC[C@]3(C)[C@H](CC[C@@H]4[C@@]5(C)CCC(=O)C(C)(C)[C@@H]5CC[C@]43C)[C@@H]12 | 102 | 101 | 88 | 95 | 64 | 83 | 103 | 86
O=S(=O)(NCCNc1nccc(-c2c(-c3ccc(F)cc3)nc3sccn23)n1)c1ccc(O)cc1 | 70 | 64 | 56 | 31 | 10 | 30 | 92 | 15
CC(C)C(O)C(C)(C)C(O)C#N (configuration not stated) | 103 | 98 | 111 | 103 | 108 | 106 | 102 | 86
Cc1cccc(N2CCN(C(=S)Cc3ccccc3)CC2)c1 | 110 | 92 | 100 | 106 | 105 | 88 | 94 | 85
O=C(O)CC1CC(c2ccc(-c3noc(=O)[nH]3)cc2)=NO1 (configuration not stated) | 92 | 94 | 103 | 104 | 102 | 92 | 99 | 82
Cc1ccc(C2=NN(c3nc(-c4cc5ccccc5oc4=O)cs3)C(c3ccccc3)C2)cc1 (configuration not stated) | 148 | 85 | 95 | 90 | 102 | 83 | 98 | 80
COc1cc(C2SCC(=O)N2Cc2ccc3c(c2)OCO3)cc(OC)c1OC (configuration not stated) | 102 | 91 | 93 | 104 | 105 | 91 | 99 | 94
N#Cc1c(-c2ccc(Cl)cc2)nc2c(c(-c3ccccc3)nn2-c2ccccc2)c1-c1ccc2c(c1)OCO2 | 94 | 99 | 100 | 100 | 113 | 91 | 102 | 84
COc1ccc(C2CC(c3c(O)cc(C)c(Cl)c3C)=NN2c2ccc(S(N)(=O)=O)cc2)cc1 (configuration not stated) | 104 | 92 | 99 | 97 | 72 | / | 101 | 93
O=C(O)CN(CCOCCOCCN(CC(=O)O)CC(=O)O)CC(=O)O | / | 100 | 102 | 103 | 102 | 102 | 99 | 83
Cc1ccc(S(=O)(=O)c2ccsc2NC(=O)c2ccccc2)cc1 | 93 | 31 | 90 | 94 | 92 | 78 | 33 | 86
CC1(C)CC[C@]2(CO)CC[C@]3(C)C(=CC[C@@H]4[C@@]5(C)C/C(=C/c6cccnc6)[C@H](O)C(C)(C)[C@@H]5CC[C@]43C)[C@@H]2C1 | 119 | 100 | 87 | 57 | 108 | 71 | 100 | 96
Fc1cccc(CCC2CCCC2C2CC2)c1 (configuration not stated) | 101 | 96 | 117 | 103 | 112 | 101 | 101 | 94

Already shown: five of the compounds above.
SMILES | TK-10 | 786-0 | SN12C | ACHN | IGROV1 | CAKI-1 | NCI/ADR-RES | UO-31
Cn1nc(C#N)c(=O)[nH]c1=O | 111 | 105 | 103 | 105 | 104 | 94 | 110 | 92
C=C(C[n+]1ccccc1)[C@@H]1CC[C@]2(C(=O)OC)CC[C@]3(C)[C@H](CC[C@@H]4[C@@]5(C)CCC(=O)C(C)(C)[C@@H]5CC[C@]43C)[C@@H]12 | 102 | 101 | 88 | 95 | 64 | 83 | 103 | 86
O=S(=O)(NCCNc1nccc(-c2c(-c3ccc(F)cc3)nc3sccn23)n1)c1ccc(O)cc1 | 70 | 64 | 56 | 31 | 10 | 30 | 92 | 15
CC(C)C(O)C(C)(C)C(O)C#N (configuration not stated) | 103 | 98 | 111 | 103 | 108 | 106 | 102 | 86
Cc1cccc(N2CCN(C(=S)Cc3ccccc3)CC2)c1 | 110 | 92 | 100 | 106 | 105 | 88 | 94 | 85

Next part
SMILES | TK-10 | 786-0 | SN12C | ACHN | IGROV1 | CAKI-1 | NCI/ADR-RES | UO-31
O=c1nc2sccc(-c3ccc(F)cc3)c-2s1 | 97 | 95 | 81 | 106 | 88 | 98 | 102 | 88
COc1cccc(NC(=O)CCC(=O)O)c1 | 80 | 100 | 106 | 104 | 99 | 103 | 100 | 87
C#CCOc1ccc(CNC(=O)/C=C/c2ccccc2)cc1OC | 99 | 100 | 96 | 98 | 100 | 96 | 98 | 89
O=C(NC1c2ccccc2Oc2ccccc21)OCCBr | 92 | 89 | 103 | 84 | 96 | 84 | 107 | 76
COc1ccc(-c2nnc(-c3ccc4c(c3)nc(-c3ccncc3)n4C3CCCCC3)o2)cc1 | 75 | 66 | 84 | 89 | 74 | 90 | 57 | 38
N[C@@H](Cc1ccccc1)[C@@H](O)C(=O)O | 105 | 91 | 99 | 104 | 105 | 96 | 105 | 93
CC[N+](C)(C)c1cccc(O)c1 | 95 | 104 | 103 | 108 | 122 | 100 | 103 | 85
C[C@H](C#Cc1ccc(Cc2ccc(F)cc2)s1)N(O)C(N)=O | 86 | 87 | 71 | 87 | 90 | 80 | 96 | 73
S=c1ssnc1-c1cccs1 | 99 | 65 | 106 | 107 | -4.8* | 92 | 97 | 100
COc1ccc(/C=N/NC(=O)C(=O)N/N=C/c2ccc(OC)c(S(=O)(=O)O)c2)cc1S(=O)(=O)O | / | 103 | 98 | 108 | 98 | 104 | 108 | 82
c1ccc2c(c1)CCC2c1cc2ccccc2o1 (configuration not stated) | 97 | 105 | / | 102 | 98 | 93 | 100 | 83
CC1=N/C(=C\c2ccc(N(C)C)cc2)C(=O)N1CCc1ccc(S(N)(=O)=O)cc1 | 110 | 101 | / | 105 | 103 | 88 | 97 | 88
O=C(c1c[nH]c2ccccc12)c1n[nH]c(=S)n1-c1cccc(Cl)c1 | 134 | 100 | 98 | 112 | 91 | 88 | 109 | 86
CCCOC(=O)c1cccc(C)c1 | 103 | 100 | 100 | 100 | 97 | 91 | 93 | 92
COc1ccc2nc(C)cc(OCC(=O)NCc3ccccc3)c2c1 | 104 | 99 | 104 | 102 | 105 | 87 | 90 | 81
Cc1ccc(-c2nc3ccccc3s2)c(=O)n1NS(=O)(=O)c1ccccc1 | 140 | 100 | 97 | 97 | 95 | 87 | 104 | 72
CC(=O)c1cc(C(=O)c2ccc3c(c2)Sc2ccccc2N3)c2cccc(C)n12 | 106 | 91 | 99 | 110 | 98 | / | 76 | 98
CCOC(SCC)C(Nc1ccc([N+](=O)[O-])cc1[N+](=O)[O-])C(OC(C)=O)C(OC(C)=O)C(COC(C)=O)OC(C)=O (configuration not stated) | 106 | / | 94 | 95 | 99 | 92 | 87 | 84
COc1cc(-c2cccc([N+](=O)[O-])c2)c(-c2nc(-c3ccccc3)c(-c3ccccc3)n2C2CC2)cc1OC | 66 | 73 | 75 | / | 78 | / | 62 | 38
CC1(C)CC(=O)C2=C(C1)Nn1c(nc(-c3ccccc3)cc1=O)N=C2c1ccc(Cl)cc1 | 126 | 95 | 101 | 110 | 96 | 90 | 95 | 88
C=C(C)[C@@H]1CC[C@]2(C(=O)OC)CC[C@]3(C)[C@H](CC[C@@H]4[C@@](C)(CC/C(N)=N/O)[C@H](C(=C)C)CC[C@]43C)[C@@H]12 | 105 | 95 | 97 | 101 | 107 | 78 | 101 | 93
O=C1N(Cc2ccc(OC(F)(F)F)cc2)c2ccccc2S(=O)(=O)N1c1cccnc1Cl | 78 | 72 | 82 | 70 | 92 | 67 | 78 | 62
Cn1c2c(c3ccccc31)CCCC2 | 98&109 | 100&106 | 109&103 | 114 | 103&103 | 95 | 111&111 | 83&92
COC(=O)c1ccc(Br)cc1 | 104 | 108 | 103 | 113 | 107 | 106 | 107 | 90
O=C1OC(=O)c2ccc3c4ccc5c6c(ccc(c7ccc1c2c73)c64)C(=O)OC5=O | 111 | 110 | 104 | 97 | 100 | / | 103 | 81
O=C1OC(C2COC(c3ccccc3)O2)C(O)=C1O (configuration not stated) | 110 | 102 | 96 | 102 | 100 | 111 | 111 | 81
Nc1nc(-c2ccc(C(F)(F)F)cc2)nn1-c1nc2ccccc2s1 | 120 | 100 | 96 | 104 | 104 | 95 | 101 | 97
O=C(CCCCCN1CC(=O)N2[C@@H](c3ccc(Br)cc3)c3[nH]c4ccccc4c3C[C@H]2C1=O)NO | 183 | 104 | 86 | 94 | 78 | 71 | 98 | 58
N#Cc1ccc(Cn2c(-c3nonc3N)nc3ccccc32)cc1 | 80 | 84 | 88 | 88 | 71 | 69 | 79 | 45
CC(C)(C)c1cc(C(C)(C)C)cc(S(=O)(=O)Nc2cccc(C(=O)NCCN)c2)c1 | 91 | 93 | 91 | 105 | 85 | 87 | 101 | 88
CSC(=S)N/N=C/c1coc2ccccc2c1=O | 108 | 104 | 98 | 95 | 92 | 86 | 102 | 74
C/C(=C\c1cnc(C)s1)[C@@H]1C[C@@H]2O[C@@H]2CCC[C@H](C)[C@H](O)[C@@H](C)C(=O)C(C)(C)[C@@H](O)CC(=O)O1 | 45 | 44 | 54 | 53 | 39 | / | 6.6* | 36
Cc1ccc2[nH]c(=O)c(Cc3cc(-c4ccccc4)n[nH]c3=O)cc2c1 | 115 | 33 | 94 | 92 | 84 | 87 | 86 | 87
Cc1ccc(Nc2cc(=S)nc(N)[nH]2)cc1C | 144 | 99 | 92 | 91 | 96 | 90 | 105 | 81
C#CCOC(=O)Nc1ccccc1 | 103 | 95 | 101 | 114 | 109 | 98 | 104 | 98
COc1cc(-c2nccc3[nH]c(-c4cccc5[nH]ccc45)nc23)cc(OC)c1OC | 35 | 7.3* | 41 | 17 | 45 | 31 | 4.7* | 34
CCCN=C1NC(=O)/C(=C/c2nc(-c3ccc(OC)cc3)n3ccccc23)S1 | 91 | 59 | 84 | 63 | 94 | 123 | 84 | 92
CC1=C2C[C@H](C3(N)CC4(CC4)NC3=O)[C@H](O)C[C@@]2(C)CCC1 (some centres not stated) | 91 | 103 | 103 | 107 | 104 | 93 | 99 | 94
COc1ccc(N=CC2CCCCC2=O)c([N+](=O)[O-])c1 (configuration not stated) | 96 | 85 | 102 | 96 | 111 | 95 | 99 | 90
COc1ccc(CSc2nc3ccc(C)cc3c(=O)n2-c2ccccc2)cc1 | 121 | 111 | 95 | / | 102 | / | 111 | 78
O=C(O)c1ccc2c3c(ncnc13)-c1ccccc1C2=O | 120 | 85 | 49 | 74 | 83 | 111 | 77 | 63
O=C(/C=C/c1ccccc1)C(Br)C(Br)c1ccccc1 (configuration not stated) | -31* | -80* | 41 | -66* | -45* | -44* | 40 | -88*
CC12CCC(/C(=N/O)C1=O)C2(C)C (configuration not stated) | 103&97 | 110&109 | 93&101 | 114&103 | 122&105 | 97&89 | 119&104 | 90&84
COc1cc(C(=O)c2ccc3c(c2)OCO3)cc(OC)c1OC | 27&32 | 46&56 | 40&47 | 48&39 | 31&11 | 4.4*! | 25&11 | 38&16
C[C@@H]1N=C(c2ccc3ncccc3c2)Nc2nc3ccccn3c2C1=O | 133 | 103 | 108 | 91 | 85 | 87 | 101 | 71
Cc1cccc[n+]1[O-] | 108 | 109 | 107 | 94 | 132 | 109 | 105 | 94
Cc1c(Cn2cc(COc3ccc(Br)cc3)nn2)c(C)c(Cn2cc(COc3ccc(Br)cc3)nn2)c(C)c1Cn1cc(COc2ccc(Br)cc2)nn1 | 67 | 95 | 93 | 67 | 91 | 75 | 101 | 86
Cc1ccc(-c2nc3nc4sc(C)c(C)c4c(=O)n3[nH]2)cc1 | 139 | 99 | 102 | 95 | 86 | / | 92 | 70
Cc1nn(-c2ccc(Cl)cc2)c(=O)n1CCn1c(C)nc2ccccc21 | 123 | 93 | 107 | 104 | 99 | 101 | 104 | 87
CN1CCN=C1c1ccc(NC(=O)c2ccc(C(=O)Nc3ccc(C4=NCCN4C)cc3)c(N)c2)cc1 | 117 | 99 | 96 | 103 | 100 | 91 | 104 | 85
CS(=O)(=O)c1ccc(-c2cc3c(oc2=O)-c2ccccc2OC3O)cc1 (configuration not stated) | 100 | 89 | 104 | 99 | 102 | 75 | 105 | 74
COc1cc2c(=O)ccn(-c3ccc([N+](=O)[O-])cc3)c2cc1OC | 102 | 107 | 103 | 98 | 111 | 89 | 105 | 79
C=CCN(CC=C)CCO | 93 | 98 | 98 | 101 | 116 | 94 | 105 | 79

Record cards, as listed above. Screens in order: TK-10	786-0	SN12C	ACHN	IGROV1	CAKI-1	NCI/ADR-RES	UO-31
Entry for CC12CCC(/C(=N/O)C1=O)C2(C)C (configuration not stated) : 103&97	110&109	93&101	114&103	122&105	97&89	119&104	90&84
Entry for C[C@@H]1N=C(c2ccc3ncccc3c2)Nc2nc3ccccn3c2C1=O : 133	103	108	91	85	87	101	71
Entry for O=C(/C=C/c1ccccc1)C(Br)C(Br)c1ccccc1 (configuration not stated) : -31*	-80*	41	-66*	-45*	-44*	40	-88*
Entry for C=CCN(CC=C)CCO : 93	98	98	101	116	94	105	79
Entry for CN1CCN=C1c1ccc(NC(=O)c2ccc(C(=O)Nc3ccc(C4=NCCN4C)cc3)c(N)c2)cc1 : 117	99	96	103	100	91	104	85
